# Compound activity: PubChem BioAssay, The Scripps Research Institute Molecular Screening Center
# GSTO1 inh: counter-screen for RBBP9 inhibitors: inhibitors of human GSTO1; recombinant GSTO1, activity-based probe fluorescence polarization; inhibition, % at 5.96 µM; 1.1% of 300,000 active;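 active = inhibition above the campaign mean inhibition plus 3 SD, cut at about 35% in these data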;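 note: 0% = GSTO1-1 with DMSO and 100% = wells lacking GSTO1-1 enzyme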
# pPAFAH inh: inhibitors of human plasma PAF acetylhydrolase (pPAFAH); Q13093; recombinant pPAFAH, FP-rhodamine probe fluorescence polarization; inhibition, % at 3.39 µM; 1.5% of 330,000 active; AID 463082;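 active = inhibition above the mean inhibition across the screen plus 3 SD, cut at about 25% in these data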;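 note: inhibitors block binding of the rhodamine activity-based probe so polarization drops; 0% = enzyme with DMSO and 100% = wells lacking pPAFAH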
# PAFAH2 inh: inhibitors of human PAFAH2; AID 492956; Q99487; recombinant PAFAH2, FP-rhodamine activity probe, fluorescence polarization; 0.99% of 340,000 active; inhibition, % at 3.39 µM;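 active = inhibition above the mean over all tested compounds plus 3 SD, cut at about 30% in these data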;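 note: inhibitors block probe labeling of enzyme so polarization drops; 0% = enzyme with DMSO and 100% = wells lacking PAFAH2 protein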
# LYPLA1 counter: counter-screen for PME1 inhibitors: inhibitors of human LYPLA1; inhibition, % at 5.9 µM; recombinant LYPLA1, FP-Rh probe fluorescence polarization; AID 2174; 0.16% of 320,000 active; O75608;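 active = inhibition above the mean of all tested compounds plus 3 SD, set per campaign, cut at about 14% in these data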;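 note: inhibitors block serine hydrolase probe labeling of LYPLA1 so polarization falls; 0% = enzyme with DMSO and 100% = wells lacking LYPLA1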
# PAD4 inh: PAD4 (human) enzyme inhibition | Q9UM07 | recombinant PAD4, RCA probe fluorescence polarization | inhibition, % at 6.36 µM | 0.41% of 330,000 active | AID 485272;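 active = percent inhibition above a cutoff equal to the mean of all tested compounds plus 3 SD, cut at about 15% in these data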;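 note: 0% = PAD4 with RCA probe and DMSO and 100% = probe without PAD4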
# Target sequence (Q9UM07 whole entry, looked up): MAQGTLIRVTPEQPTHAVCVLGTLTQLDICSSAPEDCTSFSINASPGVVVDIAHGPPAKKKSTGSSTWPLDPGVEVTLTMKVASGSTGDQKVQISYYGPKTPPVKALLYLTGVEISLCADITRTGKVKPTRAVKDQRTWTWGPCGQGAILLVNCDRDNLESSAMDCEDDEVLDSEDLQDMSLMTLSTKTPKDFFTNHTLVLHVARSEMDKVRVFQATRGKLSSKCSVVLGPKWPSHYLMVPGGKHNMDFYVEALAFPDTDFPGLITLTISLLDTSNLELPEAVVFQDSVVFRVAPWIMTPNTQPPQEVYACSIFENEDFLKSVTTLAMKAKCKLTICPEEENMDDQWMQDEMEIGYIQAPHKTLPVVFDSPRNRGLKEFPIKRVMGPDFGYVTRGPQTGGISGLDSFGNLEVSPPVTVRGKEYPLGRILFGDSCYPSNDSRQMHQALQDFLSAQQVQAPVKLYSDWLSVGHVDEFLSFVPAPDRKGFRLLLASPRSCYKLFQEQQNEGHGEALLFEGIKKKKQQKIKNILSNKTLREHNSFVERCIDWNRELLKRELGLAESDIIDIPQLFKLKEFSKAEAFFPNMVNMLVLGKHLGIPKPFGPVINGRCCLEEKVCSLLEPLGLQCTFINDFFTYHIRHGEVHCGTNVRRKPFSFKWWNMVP
# PME-1 inh: PME-1 (human) inhibition; inhibition, % at 5.9 µM; AID 2130; Q9Y570; recombinant PME-1, FP-Rh probe fluorescence polarization; 0.53% of 320,000 active;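 active = inhibition above the campaign mean of all compounds plus 3 SD, cut at about 26% in these data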;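 note: competitive labeling of PME-1 active site by serine hydrolase directed probe; 0% = PME-1 with DMSO and 100% = wells lacking PME-1 enzyme; inhibitors block probe labeling so polarization falls and inhibition rises; many of its hits are not listed in these tables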
# Target sequence (Q9Y570 whole entry, looked up): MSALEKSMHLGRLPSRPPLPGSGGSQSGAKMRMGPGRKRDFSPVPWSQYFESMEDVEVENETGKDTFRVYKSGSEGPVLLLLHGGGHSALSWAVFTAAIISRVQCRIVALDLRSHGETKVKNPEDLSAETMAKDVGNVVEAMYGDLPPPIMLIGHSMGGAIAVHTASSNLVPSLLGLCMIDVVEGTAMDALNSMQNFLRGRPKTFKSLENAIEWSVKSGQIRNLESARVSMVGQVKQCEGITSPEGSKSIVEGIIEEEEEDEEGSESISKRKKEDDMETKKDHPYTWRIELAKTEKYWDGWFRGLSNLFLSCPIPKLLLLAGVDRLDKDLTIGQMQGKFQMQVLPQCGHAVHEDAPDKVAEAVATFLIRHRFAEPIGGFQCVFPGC
# PAFAH1B2 FP inh: PAFAH1B2 (human) inhibition | recombinant PAFAH1B2, FP-rhodamine activity probe, fluorescence polarization | inhibition, % at 3.39 µM | 1.2% of 340,000 active | AID 492953;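 active = inhibition above the mean of all tested compounds plus 3 SD, cut at about 24% in these data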;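 note: 0% = enzyme with DMSO and 100% = wells lacking PAFAH1B2; many of its hits are not listed in these tables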
# Fam108B counter: blocks mouse Fam108B hydrolase in RBBP9 counter-screen; inhibition, % at 9.51 µM; recombinant Fam108B, FP-Rh probe fluorescence polarization; 0.33% of 300,000 active; AID 1947;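 active = inhibition above the screen mean inhibition plus 3 SD, computed separately per campaign, cut at about 18% in these data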;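 note: inhibitors lower polarization as less probe binds the enzyme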
# PAFAH1B3 inh: inhibitors of human PAFAH1B3; Q15102; recombinant PAFAH1B3, FP-rhodamine probe, fluorescence polarization; inhibition, % at 3.39 µM; 0.28% of 340,000 active; AID 492972;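 active = inhibition above the screen-wide average of all tested compounds plus 3 SD, cut at about 25% in these data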;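 note: 0% = enzyme with DMSO only and 100% = wells lacking PAFAH1B3 protein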
# The depositor's hits bear a star; nt = no result given.
SMILES,GSTO1 inh,pPAFAH inh,PAFAH2 inh,LYPLA1 counter,PAD4 inh,PME-1 inh,PAFAH1B2 FP inh,Fam108B counter,PAFAH1B3 inh
CC1=C(C(=O)Nc2ccc(CC(=O)NCc3ccc(OC(C)C)cc3)cc2)SCCO1,-3,38*,13,-1,4,-7,5,1,6
Cc1c(Cl)cccc1NC(=O)CNC(=O)C1CC(=O)N(C2CCCC2)C1 (centres undefined),nt,3,7,nt,0,nt,-1,nt,10
COc1ccc2[nH]c(=O)c(CNc3ccccc3)cc2c1,7,4,1,-1,0,2,5,0,2
N#CCCN(Cc1cccnc1)S(=O)(=O)c1ccc(S(=O)(=O)NC2CCCCC2)cc1,-8,22,6,0,6,7,-2,2,1
Cc1ccc(C(=O)NCCc2ccc(S(N)(=O)=O)cc2)o1,-2,-1,5,-2,-5,-5,6,1,10
O=C(Nc1ccc(Cl)cc1C(=O)Nc1ccc(Br)cn1)c1ccco1,-5,-5,-14,-11,-4,-20,1,-16,9
Cc1ccc(OCC(=O)Nc2ccc3c(c2)C(=O)NC3=O)c(C)c1,-4,2,10,-1,-5,8,7,0,3
Cc1ccc(C(=O)N/C(=C\c2ccc(-c3ccccc3[N+](=O)[O-])o2)C(=O)NCCN(C)C)cc1,25,4,6,-1,-13,8,7,7,9
COc1cc(C(=O)NCCC(=O)NC2CCCCC2)cc(OC)c1OC,-1,47*,13,-1,-1,0,2,0,0
O=C(O)CCC(=O)N(Cc1ccco1)C1CC(=O)N(c2ccccc2)C1=O (centres undefined),-3,1,11,0,-3,-1,3,-3,0
Cc1cc(SCC(=O)NC(=O)NCc2ccco2)nc2c(C)cccc12,-8,11,-5,-1,-4,-7,2,-5,-3
CCCOc1ccc(NC(=O)C2OC3OC(C)(C)OC3C3OC(C)(C)OC23)cc1 (centres undefined),4,-2,nt,-2,1,1,nt,-2,nt
Cc1cc(NC(=O)c2cc(-c3ccc(OC(C)C)cc3)nc3ccccc23)no1,-4,-5,2,-9,-7,-12,-4,-12,7
CCCCNS(=O)(=O)CCNCc1ccco1,nt,1,2,nt,0,nt,2,nt,9
COc1cccc(C(=O)NCc2ccc3c(c2)OCO3)c1,1,1,0,-1,-2,4,9,-1,8
COc1cccc(C(c2sc3ncnn3c2O)N2CCN(C(=O)c3ccco3)CC2)c1 (centres undefined),3,6,0,-2,-4,6,2,7,2
COc1ccc(CNC(=O)C2CCCN(S(=O)(=O)c3cc(C)ccc3OC)C2)cc1 (centres undefined),15,1,-4,1,3,0,6,-4,2
CCCCN(Cc1ccccc1)S(=O)(=O)c1ccc2[nH]c(=O)oc2c1,-2,6,1,-3,-1,3,23,-1,9
COc1ccc(NC(=O)CN(C)C(=O)CSc2ccc(Br)cc2)cc1,nt,9,-2,-1,-4,7,3,nt,4
COc1ccc(OCC(O)CNC(=O)c2ccc(OC)cc2)cc1 (centres undefined),4,-3,8,1,-3,-3,-3,3,-5
COc1ccc(-c2csc(N3C(=O)CNC3=S)n2)cc1,14,0,-5,1,-6,-2,0,-3,3
CCOC(=O)c1cn(Cc2ccccc2)c2cc(C)nn2c1=O,-8,-9,-6,1,-4,-3,1,-2,3
Cc1ccc(S(=O)(=O)N(C)C)cc1NC(=O)CSc1ccc2c(c1)OCCO2,2,2,8,-4,-1,6,8,2,14
O=C(O)C(S)C(S)C(=O)O (centres undefined),64*,12,13,-6,2,-4,-1,21*,10
COc1cc(NC(=O)c2ccc(Br)o2)ccc1NC(=O)c1ccccc1Cl,0,2,-1,0,2,6,-1,0,14
COc1cc2ccccc2cc1C(=O)NC1CCC(C)CC1 (centres undefined),nt,-3,6,nt,16*,nt,4,nt,4
N/C(=N\OC(=O)Cc1ccc(-c2ccccc2)cc1)c1ccccn1,-9,-1,-11,-3,-6,-8,4,-35,-3
COCc1ccc(C(=O)N2CCC(CCC(=O)Nc3cccc(C)c3)CC2)s1,4,2,-1,1,4,2,-3,2,-10
COc1ccc(N(CC(=O)Nc2ccc(F)cc2F)S(=O)(=O)c2c(C)nn(C)c2C)cc1,-1,2,4,1,-4,-1,4,-2,1
CCc1ccc(NC(=O)c2ccc3c(c2)C(=O)N(CCOC)C3Nc2ccc(CC)cc2)cc1 (centres undefined),7,0,-3,-1,1,-6,-5,-4,0
Oc1c(Br)cc(Br)cc1/C=N/Nc1ccc(Cl)nn1,1,4,29,0,-1,1,9,5,7
CN(C)c1nc(-c2ccccc2)ncc1S(=O)(=O)c1ccccc1,4,1,9,1,-3,1,6,7,7
COc1cc(/C=N/N=C(/N)c2nonc2N)cc(Br)c1OCc1ccccc1C,-13,-9,-8,-7,-5,-7,-5,-5,-1
CC1CCCCN1CCCNC(=O)c1ccc(Br)cc1 (centres undefined),-6,3,-12,-2,1,1,5,4,2
O=C1NC(=Nc2ccccc2)c2ccc([N+](=O)[O-])cc21,2,6,0,-1,-3,4,-1,1,7
COc1ccc(/C=C(/NC(=O)c2ccccc2)C(=O)N/N=C/c2ccncc2)c(OC)c1,2,8,-3,5,-2,2,-1,-2,3

# An excerpt from above in order of length of the SMILES, lowest first:
SMILES,GSTO1 inh,pPAFAH inh,PAFAH2 inh,LYPLA1 counter,PAD4 inh,PME-1 inh,PAFAH1B2 FP inh,Fam108B counter,PAFAH1B3 inh
O=C(O)C(S)C(S)C(=O)O (centres undefined),64*,12,13,-6,2,-4,-1,21*,10
CCCCNS(=O)(=O)CCNCc1ccco1,nt,1,2,nt,0,nt,2,nt,9
COc1cccc(C(=O)NCc2ccc3c(c2)OCO3)c1,1,1,0,-1,-2,4,9,-1,8
Oc1c(Br)cc(Br)cc1/C=N/Nc1ccc(Cl)nn1,1,4,29,0,-1,1,9,5,7
CCOC(=O)c1cn(Cc2ccccc2)c2cc(C)nn2c1=O,-8,-9,-6,1,-4,-3,1,-2,3
COc1ccc(NC(=O)CN(C)C(=O)CSc2ccc(Br)cc2)cc1,nt,9,-2,-1,-4,7,3,nt,4
Cc1ccc(OCC(=O)Nc2ccc3c(c2)C(=O)NC3=O)c(C)c1,-4,2,10,-1,-5,8,7,0,3
COCc1ccc(C(=O)N2CCC(CCC(=O)Nc3cccc(C)c3)CC2)s1,4,2,-1,1,4,2,-3,2,-10
COc1cc(/C=N/N=C(/N)c2nonc2N)cc(Br)c1OCc1ccccc1C,-13,-9,-8,-7,-5,-7,-5,-5,-1
Cc1cc(NC(=O)c2cc(-c3ccc(OC(C)C)cc3)nc3ccccc23)no1,-4,-5,2,-9,-7,-12,-4,-12,7
CCCOc1ccc(NC(=O)C2OC3OC(C)(C)OC3C3OC(C)(C)OC23)cc1 (centres undefined),4,-2,nt,-2,1,1,nt,-2,nt
COc1ccc(N(CC(=O)Nc2ccc(F)cc2F)S(=O)(=O)c2c(C)nn(C)c2C)cc1,-1,2,4,1,-4,-1,4,-2,1
Cc1ccc(C(=O)N/C(=C\c2ccc(-c3ccccc3[N+](=O)[O-])o2)C(=O)NCCN(C)C)cc1,25,4,6,-1,-13,8,7,7,9

# Remaining list, next part.
SMILES,GSTO1 inh,pPAFAH inh,PAFAH2 inh,LYPLA1 counter,PAD4 inh,PME-1 inh,PAFAH1B2 FP inh,Fam108B counter,PAFAH1B3 inh
Cc1ccc2oc(-c3cccc(NC(=O)C4CCCO4)c3)nc2c1 (centres undefined),-9,-1,1,-5,-1,1,-3,-2,-3
O=c1nc(-c2ccccc2)cc(-c2ccccc2)[nH]1,0,-4,-6,3,3,-2,4,1,2
Cc1ccc(CC(=O)Nc2cccc([N+](=O)[O-])c2)cc1,4,5,4,1,1,0,4,-2,-3
COc1ccc(C(=O)COc2ccc(F)cc2)c(O)c1,-6,6,-6,2,0,-7,3,-1,7
Cc1cccc(-n2cc(-c3ccc([N+](=O)[O-])cc3)[nH]c2=S)c1,1,4,3,-11,0,0,0,6,4
CCC(OC(=O)c1nsc(Cl)c1Cl)C(=O)NCc1ccco1 (centres undefined),7,27*,-7,-3,-2,-8,0,-2,4
Nc1n[nH]c(S(=O)(=O)CCCc2ccccc2)n1,9,4,5,4,-6,3,10,1,3
Cc1ccc(C)c(NC(=O)CCN2CCN(C)CC2)c1,4,0,-5,-1,0,-3,-1,-2,0
COc1ccc(/C(N)=N/OC(=O)Cc2cccs2)cc1OC,0,14,-1,1,-1,-1,-3,5,9
CC(C)(C)C(=O)Nc1nnc(CSCc2ccccc2F)s1,-1,2,7,0,-1,5,7,4,5
O=C(NCC(c1ccco1)N1CCN(c2ccccc2F)CC1)c1ccc2c(c1)OCO2 (centres undefined),-2,2,-1,0,-2,-1,2,1,11
COc1ccc(CNC(=O)C2CC(c3cc(C(F)(F)F)cc(C(F)(F)F)c3)=NO2)cc1 (centres undefined),2,1,-4,-4,9,2,6,2,12
COc1ccc(OC)c(N2C(=O)C(Cl)=C(N3CCCCC3)C2=O)c1,7,6,-8,0,3,0,2,-1,10
Cc1cc(C)c(S(=O)(=O)N2CCN(C(=O)c3ccc4c(c3)OCO4)CC2)c(C)c1,0,3,2,1,-2,6,9,-3,12
CCc1c(C)sc(NC(=O)c2ccccc2[N+](=O)[O-])c1C(N)=O,-4,-3,12,-2,7,6,4,-1,9
Cc1nn(-c2ccccc2)c(C)c1/C=N/NC(=O)c1cccs1,31,-2,2,0,-4,-8,-4,3,0
COc1ccc(CNC(=O)CN(Cc2ccc(Cl)cc2)S(C)(=O)=O)cc1,-1,-2,-2,0,4,2,-2,3,11
CC(=O)c1cccc(CN2CCC(CO)(CCOc3ccccc3)CC2)c1,16,2,-4,2,3,2,0,-3,2
COc1ccc(Nc2ncc3c(n2)CC(c2ccccc2)CC3=O)cc1 (centres undefined),-1,6,14,1,-2,7,6,0,2
NC(=O)Cn1nnc(-c2ccc(NC(=O)c3ccc(F)cc3)cc2)n1,-1,-7,-8,-8,4,2,-1,-8,10
O=C(Nc1cnn(Cc2ccccc2)c1)c1cc2nc(-c3ccco3)cc(C(F)(F)F)n2n1,2,1,-3,1,-2,5,-2,-1,6
O=C(Nc1cccc2ncccc12)c1ccco1,-2,-4,-3,-1,-6,0,5,0,8
CCN1CCC(=NNC(=O)CC23CC4CC(CC(C4)C2)C3)CC1,0,4,3,0,0,1,8,-1,1
CC1(c2nnc(-c3cccc(Cl)c3)o2)CC(c2ccc(C#N)cc2)=NO1 (centres undefined),3,3,3,2,7,-3,2,2,3
O=C(N/N=C/c1cccs1)c1ccc2ccccc2c1,-9,5,8,-2,-2,-2,9,-5,4
Nn1c(SCC(=O)N2CCCc3ccccc32)nncc1=O,14,-2,-2,0,4,1,1,-3,8

# This is a subset; rates above refer to the full screens.
